TRHR agonist – qHTS for Small Molecule Agonists and Allosteric Enhancers of Human TRH Receptor: Primary Screen for Agonists | TRHR cells, calcium flux fluo-8, FDSS agonist mode | activation, % at 2 µM | 0.18% of 360,000 active | AID 493084, 2011; in the data active = activation above about 30%; note: 0% is about no effect
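In this calcium-flux screen, cells bearing human TRHR are dye-loaded with fluo-8, baselined for 10 cycles, then exposed to library compounds; positive kinetic calcium responses during the agonist phase mark hits, with TRH as control.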
D2 PAM – HTS Assay for Positive Allosteric Modulators of the Human D2 Dopamine Receptor: Primary Screen for Potentiators; D(2) dopamine receptor (Homo sapiens), P14416; HEK293 T-REx D2, calcium flux, EC20 dopamine potentiation; potentiation, % at 10 µM; 0.34% of 340,000 active; AID 485347, 2010;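 active = potentiation over 3 SD above the plate norm, cut at about 30% in these data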; note: 0% is about no effect
Target sequence (P14416 whole entry, looked up): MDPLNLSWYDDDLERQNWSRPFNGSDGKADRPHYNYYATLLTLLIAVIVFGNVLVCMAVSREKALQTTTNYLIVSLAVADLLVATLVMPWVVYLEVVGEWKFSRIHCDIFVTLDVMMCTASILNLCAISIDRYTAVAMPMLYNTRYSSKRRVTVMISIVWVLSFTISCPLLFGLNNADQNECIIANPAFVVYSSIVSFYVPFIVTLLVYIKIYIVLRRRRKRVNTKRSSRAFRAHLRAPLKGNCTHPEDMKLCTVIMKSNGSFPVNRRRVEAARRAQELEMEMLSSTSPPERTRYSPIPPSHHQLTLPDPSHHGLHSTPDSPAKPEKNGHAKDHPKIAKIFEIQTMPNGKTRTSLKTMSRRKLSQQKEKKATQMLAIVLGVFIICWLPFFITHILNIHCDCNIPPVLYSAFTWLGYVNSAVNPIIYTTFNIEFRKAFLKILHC
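Cells plated with tetracycline inducer and held overnight at 30 C; calcium dye loaded 30–90 min at room temperature; baseline taken, compound added and read 180 s; EC20 dopamine then added and read 180 s.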
D1 agonist – Allosteric Agonists of the Human D1 Dopamine Receptor: qHTS. 1% of 360,000 active. AID 504660, 2011. activation, % at 2 µM. HEK293 T-REx D1 cells, calcium flux, agonist mode. D(1A) dopamine receptor (Homo sapiens), P21728; in the data active = activation above about 30%; note: 0% is about no effect
Target sequence (P21728 whole entry, looked up): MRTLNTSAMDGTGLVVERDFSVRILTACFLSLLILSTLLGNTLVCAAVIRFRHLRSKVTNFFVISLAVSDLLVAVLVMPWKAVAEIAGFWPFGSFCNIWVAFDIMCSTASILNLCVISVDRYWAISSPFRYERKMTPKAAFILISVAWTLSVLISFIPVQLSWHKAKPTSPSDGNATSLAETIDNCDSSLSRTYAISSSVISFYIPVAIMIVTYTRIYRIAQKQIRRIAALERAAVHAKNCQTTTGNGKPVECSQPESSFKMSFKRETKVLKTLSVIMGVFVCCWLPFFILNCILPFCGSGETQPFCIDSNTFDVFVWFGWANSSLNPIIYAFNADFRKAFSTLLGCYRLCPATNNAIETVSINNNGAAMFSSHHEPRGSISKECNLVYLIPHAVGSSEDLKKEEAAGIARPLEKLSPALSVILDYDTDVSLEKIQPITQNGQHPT
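Inducible HEK293 T-REx D1 cells, force-coupled to calcium signalling, were plated at 4000 cells/well with tetracycline and held overnight at 30 C. After no-wash calcium dye loading, compound-evoked calcium rise over 180 s flagged agonists.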
RXFP1 ag – qHTS Assay for Agonists of the Relaxin Receptor RXFP1 | Relaxin receptor 1 (Homo sapiens), Q9HBX9 | HEK293T-RXFP1 cAMP TR-FRET, 30 min; response scale: percent of porcine relaxin response, buffer zero | Potency, µM (doses to about 57.5 µM), inactives show at the highest dose activation, usual class: activators | 0.3% of 370,000 active | AID 2676, 2010; note: potency is the fitted concentration of half-maximal effect; % is set by controls: 0 for no effect and ±100 for the full control effect; nearly all actives have a fitted effect of over 60% in size; many of its hits are not listed in these tables
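Agonist response is measured as cAMP accumulation in an RXFP1-transfected HEK293T line under PDE4 inhibition. Values are scaled between buffer-only and 29 nM porcine relaxin, and EC50s come from standard Hill equation fits.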
D1 potentiator – Potentiators of Human D1 Dopamine Receptor: qHTS; potentiation, % at 10 µM; D(1A) dopamine receptor (Homo sapiens), P21728; 0.036% of 360,000 active; HEK293 TREx D1 cells, calcium flux, dopamine EC20 potentiation; in the data active = potentiation above about 30%; note: 0% is about no effect
RXFP1 antagonist – qHTS Assay for Antagonists of the Relaxin Receptor RXFP1. HEK293-RXFP1, relaxin-stimulated cAMP HTRF, 30 min; active compounds read low. 0.59% of 350,000 active. Relaxin receptor 1 (Homo sapiens), Q9HBX9. AID 1259400, 2018. activity change, negative = inhibition, % at 57.5 µM;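 active = activity change of -60% or lower, but not beyond a set lower limit; inconclusive = change between -60% and -40%, or beyond the set limit; inactive = change above -40%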; note: % is set by controls: 0 for no effect and ±100 for the full control effect
Apoferritin bind – qHTS Assay for Identification of Novel General Anesthetics. apoferritin/1-aminoanthracene competitive binding, fluorescence. Potency, µM (top dose mostly 77.5 µM), without a hit: top-dose activity change, negative = displacement, hits mostly inhibitors. 0.074% of 350,000 active; note: potency is the fitted concentration of half-maximal effect; % is set by controls: 0 for no effect and ±100 for the full control effect; nearly all actives have a fitted effect of over 20% in size
Target sequence (P02791 2-175 limits assumed): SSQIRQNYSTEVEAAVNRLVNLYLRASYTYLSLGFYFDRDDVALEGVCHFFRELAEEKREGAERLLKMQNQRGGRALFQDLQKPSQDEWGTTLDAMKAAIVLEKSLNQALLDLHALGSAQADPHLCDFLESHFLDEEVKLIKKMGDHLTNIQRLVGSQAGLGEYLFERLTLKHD
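In PBS, apoferritin at 10 uM is loaded with 1-AMA from a 50% saturated solution. After 10 min of compound exposure at ambient temperature, reduced 535 nm fluorescence indicates probe displacement.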
D1 antagonist – Antagonist of Human D 1 Dopamine Receptor: qHTS | D(1A) dopamine receptor (Homo sapiens), P21728 | HEK293 TREx D1 cells, calcium flux, dopamine EC80; active compounds read low | activity change, negative = inhibition, % at 10 µM | 3.2% of 360,000 active | AID 504652, 2011; in the data active = activity change below about -30%; note: % is set by controls: 0 for no effect and ±100 for the full control effect
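Tetracycline-induced HEK293 Trex D1 cells, force-coupled to calcium, dye-loaded; compounds added and read 180 s, then EC80 dopamine added and calcium flux tracked kinetically another 180 s.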
TRHR enhancer – qHTS for Small Molecule Agonists and Allosteric Enhancers of Human TRH Receptor: Primary Screen for Enhancers; Thyrotropin-releasing hormone receptor (Homo sapiens), P34981; TRHR cells, fluo-8 calcium fluorescence, EC20 TRH enhancement; enhancement, % at 2 µM; 0.66% of 360,000 active; in the data active = enhancement above about 30%; note: 0% is about no effect
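TRHR-expressing cells loaded with fluo-8 calcium dye were read kinetically (ex 480/em 530) during compound addition, then stimulated with an EC20 of TRH (10 nM final). Enhancement of the Gq-mediated intracellular calcium response was scored.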
Starred values were filed as active, the others as inactive; ? = inconclusive; nt = not tested or not shown; & = joins results of further samples; [ ] = remark or other dose. Unless noted, calls come from the whole dose curve; as a rule, active = well fitted curve in the direction sought with a large enough effect; inconclusive = small, poorly fitted or top-dose-only effect, or another doubt; inactive = no such curve, though single readings can be large; an effect the other way counts as inactive or inconclusive.

SMILES	TRHR agonist	D2 PAM	D1 agonist	RXFP1 ag	D1 potentiator	RXFP1 antagonist	Apoferritin bind	D1 antagonist	TRHR enhancer
c1ccc(N2CCN(c3nnnn3-c3ccccc3)CC2)cc1	-0.1	-5	2	4.4%	0	-2	-15%	-3	0
Cc1cc(C(=O)COC(=O)CC2Sc3ccccc3NC2=O)c(C)n1-c1ccc2c(c1)OCO2 (centres undefined)	-0.5	-6	2	2.0%	-4	5	-9%	-5	2
CC1CCN(S(=O)(=O)c2cnc[nH]2)CC1	-0.1	-4	4	-0.7%	1	6	-2%	-14	-5
Cc1cccc(CNC(=O)c2ccc3nc(-c4ccccc4)c(-c4ccccc4)nc3c2)c1	0.0	-4	-1	11%	0	-18	-4%	-2	1
COc1ccc([C@H]2[C@H](C(=O)C(C)(C)C)N3N=Cc4ccccc4C3[C@]23N=C(c2ccccc2)OC3=O)cc1 (some centres undefined)	0.3	-2	0	-1.7%	2	-6	-21%	23	3
Cc1cc(=O)oc2cc(OCC3CC(c4ccc(Cl)cc4)=NO3)ccc12 (centres undefined)	-0.7	1	6	8.1%	-5	-11	?	2	9
Cc1ccc(C(=O)Nc2ccccc2)cc1S(=O)(=O)Nc1ccccc1	-1.9	1	0	0.7%	-3	nt	-18%	-14	2
CCOc1ccc(CCNC(=O)c2c3c(nc4ccccc24)C(=O)N(C2CCCCC2)C3)cc1	-0.5	-9	2	-0.6%	-4	?	-10%	9	5
CN(C(=O)CC1C(=O)NCCN1Cc1ccc(F)c(F)c1)C1CCCCC1 (centres undefined)	-0.3	10	5	2.7%	0	-12	?	-7	-4
CSc1ccccc1OCc1cc(C(=O)N(C)C2CCCc3ccccc32)no1 (centres undefined)	0.5	nt	3	2.4%	-1	4	-8%	30	-1
COCCNC(=S)N1CCN(c2nc(-c3ccccc3)cs2)CC1	-0.8	4	8	-0.1%	-5	-9	-7%	-15	3
COc1cccc(Cn2c(=O)n(-c3ccccc3C)c(=O)c3c2c2cc(C)ccc2n3C)c1	0.2	nt	5	8.8%	-4	nt	67%[activator]	-26	-4
Cc1ccc(C)c(CSCc2nc3ccccc3[nH]2)c1	4.0	-4	11	4.3%	-5	-1	2%	-12	-10
CCc1ccccc1NS(=O)(=O)c1ccc2oc(=O)c3ncn(C)c3c2c1	0.2	1	0	13%	2	14	-16%	0	-3
Cc1ccc2nc(-c3ccccc3)cc(C(=O)N3CCN(S(=O)(=O)c4c(C)noc4C)CC3)c2c1	1.5	-10	9	0.5%	-3	4	nt	-5	-1
COc1ccc(NC(=O)C2CCCN2S(=O)(=O)c2ccc(C)cc2)cc1 (centres undefined)	-0.3	1	0	0.4%	-3	8	-7%	-27	3
CC(C)(C)c1nnc2sc(SCC(=O)c3ccc4c(c3)OCCO4)nn2c1=O	2.8	4	7	?	-3	-7	-8%	-8	7
Fc1ccc(Nc2c(-c3c[nH]c4ccccc34)nc3ccccn23)cc1	1.2	-3	-1	12%	-1	-15	-6%	-18	0
CCN(CC(=O)Nc1ccc(NC(C)=O)cc1)C(=O)CSc1nnc(-c2ccco2)n1CC	0.3	5	3	1.2%	0	-15	nt	-2	1
CCc1ccc(C(=O)Nc2ccc(OC)c(S(=O)(=O)N3CCCCC3)c2)cc1	-0.5	10	3	0.3%	-1	7	nt	-18	4
O=C(Nc1ccc(Oc2cccnc2)cc1)C1CCN(Cc2cccc(Cl)c2)CC1	0.8	21	49*	0.6%	-12	-7	-28%	-37*	2
O=C(Nc1ccc(OC(F)(F)F)cc1)C1CCCCN1S(=O)(=O)c1ccccc1 (centres undefined)	0.5	1	7	0.3%	-6	-18	nt	-30	-6
CC(C)(C)c1nc(S(=O)(=O)c2ccc(Cl)cc2)c(N2CCOCC2)o1	-0.4	3	3	0.4%	4	-7	0%	-5	1
O=C(CNC(=O)c1ccco1)Nc1cc(Cl)ccc1N1CCOCC1	-1.0	1	4	4.9%	-4	-8	-10%	25	1
CCCCn1c(N)c(N(CC(C)C)C(=O)C2CCN(C(=O)c3ccc(F)cc3)CC2)c(=O)[nH]c1=O	1.1	10	5	-0.8%	6	-8	-8%	-1	0
CCN(CC(=O)Nc1ccccc1C(F)(F)F)C(=O)CN1C(=O)NC(C)(c2ccccc2)C1=O (centres undefined)	-0.3	-2	1	-0.1%	-3	3	nt	-4	3
COc1ccc(C2c3c(ccc4ccccc34)Oc3ncn4nc(CO/N=C/c5ccccc5)nc4c32)cc1 (centres undefined)	0.3	0	-1	3.4%	-1	-17	-7%	nt	6
CCN(C(=O)CSc1nc2ccccc2nc1Cc1ccccc1OC)c1ccccc1	0.0	nt	3	10%	0	nt	143%[activator]	-45*	-6
CN(C)CC1CCCCC1OC(=O)c1ccc(Cl)cc1 (centres undefined)	0.2	6	8	-0.3%	-6	4	6%	14	6
O=C(O)c1ccccc1C(=O)Nc1ccc(Oc2cccc(C(F)(F)F)c2)nc1	0.3	1	1	-0.2%	-1	7	?	9	2
CC(OC(=O)CN(C)S(=O)(=O)c1ccc(Cl)cc1)C(=O)Nc1cccc(Cl)c1 (centres undefined)	0.2	1	4	0.9%	-5	-13	-15%	-25	-2
O=C(CN=C1NS(=O)(=O)c2ccccc21)OCC(=O)c1cc(F)ccc1F	0.1	4	1	0.1%	6	5	-12%	-4	-5
CC(=O)Nc1ccc2[nH]ccc2c1	0.5	3	4	0.1%	-1	nt	-5%	-3	-3
COc1cccc(NC(=O)C2CCCN2S(=O)(=O)c2ccc3c(c2)C(C)(C)C(=O)N3C)c1 (centres undefined)	-1.8&0.0	7&0	2&1	-3.9%&-1.3%	0&-6	3	-6%&1%	1&-11	0&-2
CCOc1ccc(C)cc1S(=O)(=O)n1nc(C)cc1C	-0.6	-8	-1	-0.2%	-1	-15	-4%	-8	-4
O=C1C=C(c2ccc(O)cc2)C[C@@H](c2ccc(Cl)cc2)C1	0.1	6	-1	-0.9%	-8	nt	nt	-14	4
Cc1ccc(/C(N)=N/OC(=O)CCc2ccccc2)cc1	0.4	-2	2	0.4%	0	17	-10%	6	5
CCCc1ccc(-c2cc(C(=O)N3CCN(c4ccccn4)CC3)c3ccccc3n2)cc1	0.4	-3	8	0.9%	-1	0	-12%	-28	-10
CC(C)Cc1nnc(NC(=O)CCC(=O)N2CCN(c3ccccn3)CC2)s1	-0.2	-14	0	-0.4%	-3	-4	-10%	10	-4
NNc1nnc2c3cc(F)ccc3n(CCc3ccccc3)c2n1	-2.5	0	-1	0.0%	-5	-26	-2%	-5	1
CCOC(=O)c1cc(OC(=O)c2ccccc2F)n(-c2ccccc2)n1	-0.2	-1	1	-5.4%	0	nt	-5%	0	7
CCC(C(=O)Nc1c(C)cc(C)cc1C)N1CCCCCC1 (centres undefined)	-0.7	7	0	1.5%	-2	8	-5%	-12	3
O=C(/C=C/c1cccc(F)c1)N1CCN(c2ncccn2)CC1	-0.7	-1	10	-0.1%	3	-2	-5%	-4	-8
Cc1cc(C(=O)N/N=C/c2ccc([N+](=O)[O-])cc2)c2ccccc2n1	-0.7	-9	2	0.1%	-7	-4	-3%	-13	7
O=C(O)CCCNC(=O)c1ccccn1	0.1	-2	4	0.3%	4	1	7%	6	0

Reformatted as a markdown table: part of the list above.
| compound | TRHR agonist | D2 PAM | D1 agonist | RXFP1 ag | D1 potentiator | RXFP1 antagonist | Apoferritin bind | D1 antagonist | TRHR enhancer |
| --- | --- | --- | --- | --- | --- | --- | --- | --- | --- |
| O=C(O)CCCNC(=O)c1ccccn1 | 0.1 | -2 | 4 | 0.3% | 4 | 1 | 7% | 6 | 0 |
| CC(=O)Nc1ccc2[nH]ccc2c1 | 0.5 | 3 | 4 | 0.1% | -1 | nt | -5% | -3 | -3 |

Remaining list, next part:
SMILES	TRHR agonist	D2 PAM	D1 agonist	RXFP1 ag	D1 potentiator	RXFP1 antagonist	Apoferritin bind	D1 antagonist	TRHR enhancer
CCOC(=O)c1cc(S(=O)(=O)N2CCCC2)cn1C	-0.1	14	3	2.3%	-4	4	-4%	4	-4
CCOCN(C(=O)Cn1c(COC)nc2ccccc21)c1c(C)cccc1CC	-0.7&0.1	5&11	0&-1	0.7%&-0.8%	3&8	0&-12	-8%&-18%	1&12	1&-5
O=C(Nc1ccc2ccccc2c1)c1ccc(NS(=O)(=O)c2ccc(Br)s2)cc1	-0.4	-2	0	-0.2%	-13	-24	4%	-1	-1
O=c1[nH]c(CSc2ncc(C(F)(F)F)cc2Cl)nc2cc(C(F)(F)F)ccc12	0.9	-8	1	0.9%	6	-8	-12%	0	-4
CCn1c(=O)[nH]c(=O)c2c(N)c(C(=O)c3ccccc3OC)sc21	3.6	-3	0	4.4%	-2	nt	-6%	-8	9
Cc1c(C(=O)c2ccccc2)c(=O)n(C)c(=O)n1C	0.1	-14	2	-0.5%	-1	-4	-1%	10	3
CCc1nnc(NC(=O)Cn2nc(-c3ccccc3OC)ccc2=O)s1	0.2	3	6	5.8%	-2	22	-9%	-1	-3
Cc1ccc(C)c(OCC(=O)N/N=C/c2c(C)nn(-c3ccccc3)c2Cl)c1	0.0	nt	0	-2.2%	-2	nt	-21%	nt	13
O=CNNC(=O)c1cccc([N+](=O)[O-])c1	-0.7	12	0	2.0%	-3	-16	-5%	-18	4
O=C(CCN1CCN(c2ccccc2F)CC1)Nc1cccc(F)c1	0.4	-24	10	2.2%	-6	-2	-10%	-43*	5
COc1ccc(CCNC(=O)c2c(-c3ccccc3Cl)noc2C)cc1	1.6	-1	3	2.3%	-19	0	-10%	-17	-8
CC1COC(Cn2c3ccccc3c3ccccc32)O1 (centres undefined)	1.3	-2	3	3.2%	-9	-14	-5%	-24	-6
O=C(CN(Cc1cccs1)C(=O)CSc1nnc(COc2ccccc2)o1)NC1CCCC1	-0.5	10	1	0.1%	0	2	-7%	-14	-5
O=C(C[n+]1cc(-c2ccc(F)cc2)n2c1CCC2)Nc1nc(-c2ccccc2)cs1	-0.3	-16	2	-0.4%	4	-11	-20%	-9	-5

Bioassay records: PubChem, National Center for Advancing Translational Sciences (NCATS)

These rows are one share of the data; the hit share may differ from the screen's.
